# Screens from PubChem BioAssay.
# GLP-1R agonist = qHTS of GLP-1 Receptor Agonists | HEK293 GLP-1R CRE-luciferase, luminescence, 4-6 h; cells express a hypersensitive GLP-1R form | Glucagon-like peptide 1 receptor (Homo sapiens), P43220 | AID 624172, 2012 | Potency, µM (doses to about 45.6 µM), without a hit: at the top dose activation, most hits filed as activators | actives 0.007% (n = 380,000); further: % of control where 0% means no effect
# Target sequence (P43220 whole entry, looked up): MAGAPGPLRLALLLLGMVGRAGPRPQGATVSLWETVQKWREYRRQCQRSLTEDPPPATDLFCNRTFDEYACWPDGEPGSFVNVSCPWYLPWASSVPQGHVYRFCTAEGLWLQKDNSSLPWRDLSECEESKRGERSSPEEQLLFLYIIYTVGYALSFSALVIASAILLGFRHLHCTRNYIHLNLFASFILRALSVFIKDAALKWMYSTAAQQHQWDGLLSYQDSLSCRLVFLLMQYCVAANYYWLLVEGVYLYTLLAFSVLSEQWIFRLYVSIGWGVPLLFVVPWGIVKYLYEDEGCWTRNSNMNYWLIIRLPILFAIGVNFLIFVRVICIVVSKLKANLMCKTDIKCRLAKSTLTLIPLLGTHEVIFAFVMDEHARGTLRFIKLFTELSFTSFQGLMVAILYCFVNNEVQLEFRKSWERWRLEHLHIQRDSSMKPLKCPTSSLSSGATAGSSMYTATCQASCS
# HT1080-NT tox = qHTS for induction of synthetic lethality in tumor cells producing 2HG: qHTS for the HT-1080-NT fibrosarcoma cell line | HT-1080-NT fibrosarcoma viability, CellTiter-Glo ATP luminescence, 48 h | Potency, µM (doses to about 46.1 µM), without a hit: top-dose activity, negative = less viability, hits mostly cytotoxic | actives 1.6% (n = 360,000);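 further: NT is the 2HG producing partner of a matched IDH1 knockdown line; 0% = DMSO-treated cells and -100% = media-only wells without cells; nearly all actives have a fitted effect of over 55% in size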
#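 750 cells/well, RPMI + 5% FBS; 2 h settle, compound pin-transfer, 48 h at 37 degrees C. CellTiter-Glo 10 min RT, luminescence. Normalized to DMSO and media-only wells.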
# SW480 rerep = A quantitative high throughput screen for small molecules that induce DNA re-replication in SW480 colon adenocarcinoma cells; SW480 DNA re-replication, Hoechst DNA content imaging, 48 h; Potency, µM (series often up to 46.1 µM), inactives show at the highest dose re-replication activation, actives largely listed as activators; actives 1.8% (n = 340,000); further: % of control where 0% means no effect; nearly all actives have a fitted effect of over 55% in size
#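 Quantitative HTS format with DMSO vehicle controls; 48 hr drug incubation at 37 C, then 40 min Hoechst staining and scanning imager measurement at 405 nm excitation.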
# KB-V1 MDR tox = qHTS assay for MDR1-selective chemotherapeutics: Primary screen using the drug-selected MDR subline cells KB-V1; actives 3.4% (n = 400,000); KB-V1 MDR cells viability, CellTiter-Glo, 72 h; Potency, µM (doses to about 46.1 µM), for the others: at the top dose activity change, negative = cytotoxicity, hits mostly cytotoxic; further: on the % scale 0 is the no-effect control and ±100 the full control effect; nearly all actives have a fitted effect of over 60% in size
#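 KB-V1 MDR subline cells in DMEM (phenol-red free, 10% FBS) exposed to compounds in qHTS concentration series for 72 h at 37 degrees C. Viability read by CellTiter-Glo luminescence; concentration-effect curves fitted after normalization and correction.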
# HT1080 IDH1KD tx = qHTS for induction of synthetic lethality in tumor cells producing 2HG: qHTS for the HT-1080-IDH1KD cell line; HT-1080 IDH1 knockdown viability, ATP luminescence, 48 h; Potency, µM (titrated, usually from 46.1 µM), inactives show at the top dose activity, negative = toxicity, actives largely listed as cytotoxic; actives 2% (n = 360,000); AID 686971, 2013;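 further: 0% = DMSO wells and -100% = cell-free medium wells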
#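 Knockdown cells (IDH1KD HT-1080) received compounds 2 h after plating at 750 cells/well and were kept 48 h at 37 °C in 5% FBS RPMI. A CellTiter-Glo luminescence read gave % activity for curve fitting.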
# HEK293 tox = qHTS of GLP-1 Receptor Inverse Agonists: Cytotox Screen; AID 624418, 2012; Potency, µM (doses to about 38.3 µM), for the others: at the highest dose activity change, negative = inhibition, hits mostly inhibitors; HEK293 cAMP-luciferase reporter cells, luminescence, 24 h; actives 0.13% (n = 410,000);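 further: loss of luciferase light is scored as toxicity; on the % scale 0 is the no-effect control and ±100 the full control effect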
#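 Quantitative HTS format, 1536 wells, 200 cells/uL seeded. Compounds: 23 nL, 24 h, 37 °C. Detection: luciferase reagent, luminescence at 12 min RT; decreased signal taken as cytotoxic.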
# TDP43 rescue = qHTS of TDP-43 Inhibitors | TDP-43 expressing yeast growth rescue, BacTiter-Glo, 24 h | Potency, µM (top dose mostly 46.1 µM), for the others: top-dose growth rescue (activation), most hits filed as activators | actives 1.8% (n = 410,000) | AID 652104, 2013; further: % of control where 0% means no effect; nearly all actives have a fitted effect of over 50% in size
#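 Luminescence from BacTiter-Glo reports growth of TDP-43-expressing yeast after 24 hr at 30 deg C with compound. Cells were raffinose-pregrown to mid-log, then seeded in galactose medium at OD600=0.02.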
# GLP1R inv ag = qHTS of GLP-1 Receptor Inverse Agonists (Inhibition Mode) | Glucagon-like peptide 1 receptor (Homo sapiens), P43220 | HEK293 GLP-1R CRE-luciferase, luminescence, 24 h; GLP-1R form is constitutively active | Potency, µM (titrated, usually from 38.3 µM), for inactives: at the top dose activity change, negative = inhibition, actives largely listed as inhibitors | actives 1.6% (n = 410,000) | AID 624417, 2012; further: on the % scale 0 is the no-effect control and ±100 the full control effect; nearly all actives have a fitted effect of over 55% in size
#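 Luminescence readout: a drop in cAMP-driven luciferase signal flags inverse agonism at a constitutively active GLP-1R stably expressed in HEK293. Compound exposure lasted 24 hr at 37 deg C, 5% CO2.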
# KB-3-1 cytotox = qHTS assay for MDR1-selective chemotherapeutics: Primary screen using the parental adenocarcinoma cell KB-3-1. actives 1.4% (n = 400,000). KB-3-1 viability, CellTiter-Glo ATP luminescence, 72 h. AID 1347075, 2019. Potency, µM (doses to about 46.1 µM), inactives show at the top dose activity change, negative = cytotoxic, hits mostly cytotoxic; further: on the % scale 0 is the no-effect control and ±100 the full control effect; nearly all actives have a fitted effect of over 60% in size
#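 Cytotoxicity in the drug-sensitive parental line KB-3-1 was scored as loss of CellTiter-Glo luminescence following 72 h incubation with compound. Values come from curve fitting of normalized concentration-response data.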
# * = called active by the depositor; ? = inconclusive; · = no result given; [ ] = dose if it differs, or a comment. The call rests on the fitted dose curve; in most records, active means well fitted curve in the direction sought with a large enough effect; inconclusive means small, poorly fitted or top-dose-only effect, or another doubt; inactive means no such curve, though single readings can be large; an effect the other way counts as inactive or inconclusive. Potency means the concentration at half of the fitted maximal effect.
SMILES,GLP-1R agonist,HT1080-NT tox,SW480 rerep,KB-V1 MDR tox,HT1080 IDH1KD tx,HEK293 tox,TDP43 rescue,GLP1R inv ag,KB-3-1 cytotox
CCCCn1c(=O)nc2n(-c3ccc(Br)cc3)c3ccccc3cc-2c1=O,-7%,·,·,-26%,·,-21%,19%,-70%,4%
Cc1nc2c(-c3ccc(F)cc3)c(C)[nH]n2c(=O)c1Cl,-6%,-12%,7.3µM*,-11%,-9%,0%,-10%,-7%,10µM*
O=C(COc1ccccc1[N+](=O)[O-])Nc1cccnc1,1%,?,0%,?,17%,6%[7.66 µM],?,11%[7.66 µM],5%
CCOC(=O)C1CCCN(C(=O)c2cn(CC(C)C)c(=O)c3cc(OC)c(OC)cc23)C1 (stereo not drawn),1%,5%,-1%,-22%,2%,-16%,-7%,20%,17%
O=C(N/N=C/c1cccs1)c1cccc2cc[nH]c12,-14%,?,0%,21µM*,16µM*,3%,-23%,-5%,14%
O=[N+]([O-])c1ccc(OCCN2CCNCC2)cc1,-6%,-14%,-4%,-2%,-1%,4%,12%,-12%,-1%
C#CCN(C[C@H]1[C@H](OC(=O)Nc2c(C)noc2C)[C@H](OC(=O)Nc2c(C)noc2C)C[C@H]2C(=O)N(c3ccccc3)C(=O)[C@@H]12)S(=O)(=O)c1ccc(C)cc1,-5%,-5%,·,0%,3%,3%,4%,15%,-4%
COC(=O)c1ccc(NC(=O)CN(Cc2ccccc2)S(=O)(=O)c2ccc(C)cc2)cc1,·,·,·,?,·,2%,0%,10µM*,-3%
C#CCOCCOCCOCCNc1nc(N2CCN(C(=O)[C@H](CC(N)=O)n3cc(C(N)[C@H](C)CC)nn3)CC2)nc(N2CCN(C(=O)[C@H](CC(N)=O)n3cc(C(N)[C@@H](C)CC)nn3)CC2)n1 (stereo partly drawn),1%,15%,-3%,0%,15%,-2%,11%,4%,?
C[C@@H]1CN[C@H](CCO)/C1=C\c1ccccc1,-10%,-1%,-13%,0%,-1%,12%,18%,9%,0%

# 3 compounds already listed, arranged by molar mass, high to low:
SMILES,GLP-1R agonist,HT1080-NT tox,SW480 rerep,KB-V1 MDR tox,HT1080 IDH1KD tx,HEK293 tox,TDP43 rescue,GLP1R inv ag,KB-3-1 cytotox
Cc1nc2c(-c3ccc(F)cc3)c(C)[nH]n2c(=O)c1Cl,-6%,-12%,7.3µM*,-11%,-9%,0%,-10%,-7%,10µM*
O=C(COc1ccccc1[N+](=O)[O-])Nc1cccnc1,1%,?,0%,?,17%,6%[7.66 µM],?,11%[7.66 µM],5%
O=C(N/N=C/c1cccs1)c1cccc2cc[nH]c12,-14%,?,0%,21µM*,16µM*,3%,-23%,-5%,14%

# Following part
SMILES,GLP-1R agonist,HT1080-NT tox,SW480 rerep,KB-V1 MDR tox,HT1080 IDH1KD tx,HEK293 tox,TDP43 rescue,GLP1R inv ag,KB-3-1 cytotox
CCc1nc2c(OCCC3CCCCC3)cccn2c1N(C)C(=O)COc1ccccc1,7%,4%,·,?,14%,23%,-14%,1%,?
COCc1cc(=O)n2c(-c3ccc(C)cc3)n[nH]c2n1,-6%,22%,3%,-8%,10%,-12%,26%,-11%,5%
O=C(O)C1=CC2C=C(Cl)C=CC2OC1=O (stereo not drawn),1%,-1%,-2%,0%,-1%,89%[activator],-33%[inhibitor],21%,-12%
COc1ccc(Br)cc1S(=O)(=O)NCCc1cccs1,-2%,1%,-18%,6%,0%,1%,20µM*,?,5%
CCN1C(=O)[C@H]2[C@@H](c3ccc(-c4cccc(Cl)c4)cc3)N3CCCC[C@@]3(C(=O)OC)[C@H]2C1=O,-1%,-11%,3%,-18%,-5%,-24%,7%,10µM*,?
Cc1ccc(OCC(=O)N/N=C\c2ccc(-c3cccc(C(=O)O)c3)o2)c(C)c1,13%,4%,-10%,-2%,1%,-15%,19%,-7%,20%
Cc1cc(NCCCN)nc(-c2ccccc2O)n1,-5%,-21%,?,-7%,-17%,-16%,-20%,10µM*,0%
CCCCN(CCCC)CCNC(=O)CSCc1ccc(C)cc1,6%,0%,-2%,-19%,-10%,-10%,-23%,-29%,4%
Cc1cc(OCC(=O)Nc2cc(S(=O)(=O)N3CCOCC3)ccc2N2CCCC2)ccc1C(C)C,2%,8%,2%,7.3µM*,1%,8%,-7%,10%,-6%
COc1ccc(CCNC(=O)C(=O)NCC(c2cccnc2)N2CCN(c3ccccc3)CC2)cc1 (stereo not drawn),·,·,·,-15%,·,5%,15%,-11%,?
CCC1=C(c2ccc(C)cc2)S(=O)(=O)N=C1N1CCC(C(=O)Nc2ccccc2F)CC1,·,·,·,3%,·,-9%,19%,10%,-12%
O=C1c2ccccc2CSc2c(O)cccc21,12%,-11%,0%,?,-21%,-9%,?,4%,3%
O=C(COC(=O)c1ccc[nH]c1=O)Nc1ccc(S(=O)(=O)N2CCCC2)cc1,6%,-14%,-2%,-3%,-4%,0%,4%,9%,0%
CCN(CC)C(=O)C1=C(C)Nc2nc3ccccc3n2C1c1cccc(Cl)c1 (stereo not drawn),-2%,·,·,8%,·,2%,18%,8%,20%
CC1CC(C)CN(C(=O)COC(=O)c2ccc(Cl)nc2)C1 (stereo not drawn),8%,9%,-409%[inhibitor],-5%,0%,2%,1%,-5%,1%
C[C@H]1CN([C@@H](C)CO)C(=O)c2cc(-c3cccc(F)c3)cnc2O[C@H]1CN(C)C(=O)c1cnccn1,1%,0%,·,-6%,2%,1%,15%,21%,2%
COc1ccccc1-c1nnc(C2CCN(C(=O)c3cccc(C)c3)CC2)o1,·,·,·,-9%,·,-5%,?,-7%,2%
Cc1ccccc1NC(=O)C1CCN(C(=O)c2ccc(F)cc2)CC1,·,·,·,8%,·,-12%,20%,3%,12%
CCn1cc(C(=O)NCC2CCCO2)c(=O)c2cc(S(=O)(=O)N3CCC(C)CC3)ccc21 (stereo not drawn),-1%,-26%,0%,-2%,-15%,-18%,0%,0%,-3%
CCOc1ccc(CNC(=O)c2cc3c(=O)n(C)c4ccccc4c3s2)cc1,·,·,·,0%,·,-1%,11%,3%,-3%

# Continued; it opens with the 3 that closed the last part.
SMILES,GLP-1R agonist,HT1080-NT tox,SW480 rerep,KB-V1 MDR tox,HT1080 IDH1KD tx,HEK293 tox,TDP43 rescue,GLP1R inv ag,KB-3-1 cytotox
Cc1ccccc1NC(=O)C1CCN(C(=O)c2ccc(F)cc2)CC1,·,·,·,8%,·,-12%,20%,3%,12%
CCn1cc(C(=O)NCC2CCCO2)c(=O)c2cc(S(=O)(=O)N3CCC(C)CC3)ccc21 (stereo not drawn),-1%,-26%,0%,-2%,-15%,-18%,0%,0%,-3%
CCOc1ccc(CNC(=O)c2cc3c(=O)n(C)c4ccccc4c3s2)cc1,·,·,·,0%,·,-1%,11%,3%,-3%
COCCN(C(=O)COC(=O)c1sccc1C)c1c(N)n(Cc2ccccc2)c(=O)[nH]c1=O,0%,-1%,-1%,13%,-4%,14%,25%,7%,18%
CC1(OC(=O)c2cccs2)C(=O)C=C2C=C3CCCN3C=C2C1=O (stereo not drawn),-1%,7%,?,?,-3%,-24%,-2%,-6%,0%
O=C(c1ccccc1)N1CCC(c2nc(-c3ccc(S(=O)(=O)N4CCOCC4)cc3)no2)CC1,0%,-2%,0%,?,-12%,-6%,0%,17%,-5%
CCc1ccc(-c2ccc(SCC(=O)Nc3nnc(C)s3)nn2)cc1,11%,-5%,-7%,?,-13%,6%[0.307 µM],-23%,0%[0.307 µM],2%
COc1ccc(-c2cn3nc4c(nc3n2)CCCC4)cc1,-1%,7%,?,?,11%,104%[activator],-6%,1%,?
COc1cc(C(c2sc3nc(C)nn3c2O)N2CCOCC2)cc(OC)c1OC (stereo not drawn),-2%,7%,-8%,25%,16%,-3%,25%,5%,22%
COc1ccccc1S(=O)(=O)N(C)C[C@H]1OCc2cnnn2CCCC(=O)N([C@H](C)CO)C[C@H]1C,-1%,0%,·,4%,9%,6%,2%,14%,-15%
CN(C)c1ccc(C(CNC(=O)COc2ccc(Cl)cc2)N2CCOCC2)cc1 (stereo not drawn),·,·,·,-5%,·,1%,18%,13%,1%
Nc1nc(SCC(=O)N2CCCC2)[nH]c(=O)c1-c1ccccc1,-4%,23%,-2%[9.22 µM],10%,21%,-2%,-7%,22%,-6%
O=C(NCCC1CCCCN1S(=O)(=O)c1cccs1)C(=O)NCc1ccccc1 (stereo not drawn),11%,-22%,?,15µM*,-16%,?,9%,?,?
NS(=O)(=O)c1ccc(CCNC(=O)c2cc3ccccc3s2)cc1,7%,-6%,6%,18%,-7%,1%,-12%,13%,-1%
NC(=O)C(c1ccc(Cl)cc1Cl)c1ncc(C(F)(F)F)cc1Cl (stereo not drawn),-1%,0%,-12%,?,6%,-4%,11%,-28%,1%
CCOc1ccc(Br)cc1S(=O)(=O)Nc1ncn[nH]1,13%,0%,-11%,30%,0%,-7%,2%,-23%,5%
